FLuc counter – qHTS profiling assay for firefly luciferase inhibitor/activator using purifed enzyme and Km concentrations of substrates (counterscreen for miR-21 project). Luciferin 4-monooxygenase (Photinus pyralis), P08659. purified FLuc, Km substrates, luminescence inhibition. Potency, µM (top dose mostly 57.5 µM), without a hit: top-dose activity change, negative = inhibition, most hits filed as inhibitors. 360,000 tested, 6.9% active. AID 588342, 2011; active = well fitted inhibition curve with a large enough effect; inconclusive = small, poorly fitted or top-dose-only effect;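 also: plate controls were vehicle for no effect and reference inhibitor for full effect; nearly all actives have a fitted effect of over 55% in size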
Target sequence (P08659 whole entry, looked up): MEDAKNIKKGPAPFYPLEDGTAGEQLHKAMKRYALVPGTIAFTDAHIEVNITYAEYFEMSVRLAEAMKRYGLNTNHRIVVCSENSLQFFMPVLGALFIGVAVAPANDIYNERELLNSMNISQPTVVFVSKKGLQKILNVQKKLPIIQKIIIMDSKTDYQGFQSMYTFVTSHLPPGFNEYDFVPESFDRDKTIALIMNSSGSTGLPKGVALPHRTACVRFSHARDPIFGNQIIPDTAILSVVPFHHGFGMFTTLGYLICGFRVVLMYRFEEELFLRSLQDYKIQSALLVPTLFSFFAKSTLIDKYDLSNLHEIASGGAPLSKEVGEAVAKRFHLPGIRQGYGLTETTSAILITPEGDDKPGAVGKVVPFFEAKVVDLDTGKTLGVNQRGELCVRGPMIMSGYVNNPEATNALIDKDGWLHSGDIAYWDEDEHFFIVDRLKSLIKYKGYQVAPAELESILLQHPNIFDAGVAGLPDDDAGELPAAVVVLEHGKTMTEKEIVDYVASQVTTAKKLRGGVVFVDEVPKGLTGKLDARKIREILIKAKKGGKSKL
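Purified P. pyralis luciferase (10nM final) with 10uM D-luciferin and 10uM ATP (Km levels) in 50mM Tris acetate pH 7.5, 10mM Mg acetate, 0.01% Tween-20, 0.05% BSA; qHTS 6-point titration, ~60 µM downward; luminescence read.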
* = called active by the depositor; ? = inconclusive. Potency is read from the fitted curve at half-maximal effect.

#	Structure	FLuc counter
1	Cc1ccc(N(CC(C)C)S(=O)(=O)c2nnc(NC(=O)c3ccco3)s2)cc1	-17%
2	COCc1nc2ccccc2n1CCOc1cccc(C)c1	-6%
3	COc1cc(NS(=O)(=O)c2ccc(-c3cc(C)no3)cc2)cc(OC)c1	0%
4	FC(F)(F)c1cccc(Nc2nc3nonc3nc2Nc2ccc(Cl)cc2)c1	?
5	CC(=O)c1cccc(NC(=O)C2CCN(S(=O)(=O)c3ccc4c(c3)CCCN4C(C)=O)CC2)c1	-1%
6	O=C(Nc1cccc(C(F)(F)F)c1)Nc1nnc(N2CCCCC2)s1	1%
7	CCN(C(=O)c1sc2nc3n(c(=O)c2c1C)CCCCC3)c1ccccc1F	?
8	CCN1CCN(c2c(S(=O)(=O)c3ccccc3)cnc3ccc(Cl)cc23)CC1	-8%
9	COc1ccc(CNC(=O)c2cc3c(=O)[nH]c4ccccc4c3s2)cc1	1%
10	CC1=C(c2ccc(C)cc2)S(=O)(=O)N(Cc2ccc(C(=O)Nc3ccc(C)c(F)c3)cc2)C1=O	-6%
11	COc1ccc(OC)c(CCNC(=O)c2cc3c(s2)-c2c(C)cccc2OC3)c1	1%
12	O=C(NCc1ccccc1Br)c1ccc2nc(N3CCCCC3)sc2c1	?
13	CCOc1ccc(NC(=O)c2ccc3[nH]c(C)cc(=O)c3c2)cc1	-6%
14	COc1ccc2oc(=O)c(-c3nc(-c4ccc(C)c(C)c4)cs3)cc2c1	-11%
15	Cc1cc(C)cc(-n2nnc(-c3nc(-c4ccccc4F)no3)c2C)c1	?
16	COc1cc(C(=O)Nc2ccc(OCc3cc(=O)n4ccc(C)cc4n3)cc2)cc(OC)c1OC	-2%
17	CCOC(=O)c1cc(-c2ccccc2)n(CC(=O)NCc2ccc(C)cc2)c1C	-4%
18	Cc1cc(NC(=O)N2CCC(CN3CCOCC3)CC2)ccc1Br	-10%
19	COc1ccc(OC)c(NC(=O)Cc2c(C(=O)O)n(C)c3ccc(C)cc23)c1	?
20	COc1ccccc1NC(=O)CSc1oc(-c2ccccc2)nc1S(=O)(=O)c1ccccc1	-3%
21	COc1ccc(-c2nc(SCC(=O)N3CCCCC3C)n[nH]2)cc1 (stereo not drawn)	?
22	Cc1ccc(C(=O)Nc2ccc(F)cc2)cc1S(=O)(=O)N1CCOCC1	-11%
23	CCOc1ccccc1CNC(=O)c1cnc2sc(N3CCCC3)nn2c1=O	-10%
24	CCOc1ccc(NC(=O)[C@H]2O[C@@H]3OC(C)(C)O[C@@H]3[C@H]3OC(C)(C)O[C@H]32)cc1	1%
25	COC(=O)c1ccc(NC(=O)CN2C(=O)c3cccc4cccc2c34)cc1	2%
26	COc1cc(-c2nnc(SCC(=O)Nc3ccc(F)c(Cl)c3)o2)cc(OC)c1OC	-1%
27	O=C(CCn1nc(-c2ccc(Cl)cc2)c2ccccc2c1=O)Nc1ccc(OC(F)(F)F)cc1	-6%
28	Cc1ccc(-n2nc3c(=O)n(C(C)C(=O)O)nc(C)c3c2C)cc1 (stereo not drawn)	-10%
29	Cc1cccn2c(=O)cc(CSc3nnc(NC(=O)COc4ccc(F)cc4)s3)nc12	?
30	CCOC(=O)C1CCCN(C(=O)Cn2ncc3c4ccccc4n(Cc4ccc(F)cc4)c3c2=O)C1 (stereo not drawn)	-2%
31	CCc1ccc(Oc2nc3c(C)cccn3c(=O)c2/C=C(\C#N)c2nc3ccccc3[nH]2)cc1	-2%
32	CCCOc1ccc(C(=O)Nc2sc3c(c2C(=O)OCC)CCCCC3)cc1	4%
33	COC(=O)c1scc(-c2ccc(C)cc2)c1S(=O)(=O)Nc1ccc(NC(C)=O)cc1	-6%
34	CCOC(=O)c1c(C)[nH]c(C)c1S(=O)(=O)N1CCCC(C(=O)Nc2ccc(OC)c(OC)c2)C1 (stereo not drawn)	3%
35	Cc1nn(CC(=O)NC2CC2)c(=O)c2cc3cc(F)ccc3n12	-4%
36	Clc1ccc(N2CCN(c3ncnc4c3cnn4-c3ccccc3)CC2)cc1Cl	-2%

Ordered by count of non-hydrogen atoms (largest number first): some entries from above
#	Structure	FLuc counter
30	CCOC(=O)C1CCCN(C(=O)Cn2ncc3c4ccccc4n(Cc4ccc(F)cc4)c3c2=O)C1 (stereo not drawn)	-2%
34	CCOC(=O)c1c(C)[nH]c(C)c1S(=O)(=O)N1CCCC(C(=O)Nc2ccc(OC)c(OC)c2)C1 (stereo not drawn)	3%
33	COC(=O)c1scc(-c2ccc(C)cc2)c1S(=O)(=O)Nc1ccc(NC(C)=O)cc1	-6%
36	Clc1ccc(N2CCN(c3ncnc4c3cnn4-c3ccccc3)CC2)cc1Cl	-2%
32	CCCOc1ccc(C(=O)Nc2sc3c(c2C(=O)OCC)CCCCC3)cc1	4%
35	Cc1nn(CC(=O)NC2CC2)c(=O)c2cc3cc(F)ccc3n12	-4%

Next section.
#	Structure	FLuc counter
37	CCc1cc(C(=O)Nc2c(C)nn(Cc3ccc(C)cc3)c2C)no1	0%
38	Cc1cc(Cl)ccc1NC(=O)c1cccc(NC(=O)N2CCSc3ncccc32)c1	-2%
39	Cc1ccccc1Cn1cc(CCC(=O)NC(C)c2ccccc2)c2ccccc21 (stereo not drawn)	6%
40	CCn1cc(S(=O)(=O)c2cccc(Cl)c2)c(=O)c2cc(F)c(N3CCC(C)CC3)cc21	-1%
41	CCc1nc2sc3c(N4CCC(C)CC4)ncnc3c2c2c1CCCC2	-5%
42	COC(=O)c1cc(C)nc2c1c(=O)nc(SCc1ccccc1Cl)n2C1CC1	-7%
43	Cc1ccc(-n2nc(C)c3c(C)cc(=O)n(CC(=O)NCc4ccc(OC(C)C)cc4)c32)cc1	-5%
44	CCOc1ccc(CNC(=O)C2CCN(S(=O)(=O)c3cn(C)cn3)CC2)cc1	0%
45	CN(C)c1ccc(C(=O)Nc2c(C(=O)NC(C)(C)C)oc3ccccc23)cc1	-11%
46	COc1ccc(NC(=O)c2sc3nc(C)c(C(=O)Nc4ccc(C)cc4C)c(-c4ccc(C)o4)c3c2N)cc1	3%
47	COc1ccccc1-c1nnc(C2CCN(C(=O)c3cccc(Cl)c3)CC2)o1	-2%
48	CC1CCCN(S(=O)(=O)c2ccc(NC(=O)c3nc(SC(C)C)ncc3Cl)cc2)C1 (stereo not drawn)	-3%

Next section:
#	mol	FLuc counter
49	Cc1ccc(CN2CCN(C3CCN(C(=O)c4ccccc4)CC3)C(=O)C2=O)cc1	-2%
50	COc1ccc2c(CNCCc3cccs3)c(C(=O)O)n(Cc3cccc(F)c3)c2c1	-1%
51	CCc1ccc(OCC(=O)Nc2ncn[nH]2)c(Br)c1	1.1µM*
52	COc1ccc(C(=O)c2oc3ccccc3c2NC(=O)c2cccc(OC)c2)cc1	-3%
53	CSCCC(NS(=O)(=O)c1ccc2c(c1)oc(=O)n2C)C(=O)N1CCN(c2cccc(Cl)c2)CC1 (stereo not drawn)	-6%
54	O=C(CC1N=C2c3ccccc3N=C(SCC(=O)Nc3cccc(C(F)(F)F)c3)N2C1=O)NCc1cccs1 (stereo not drawn)	4%
55	O=C1C(=O)N(C2CCN(S(=O)(=O)c3ccccc3)CC2)CCN1Cc1ccccc1	-2%
56	COc1cc(-c2noc(C3CC(=O)N(c4ccc5c(c4)OCCO5)C3)n2)cc(OC)c1OC (stereo not drawn)	-10%
57	O=C(NCCc1ccc(Cl)cc1)c1cccn1-c1nnc(N2CCCC2)s1	0%
58	Cc1cccc(N(CC(=O)NCCSc2ccc(Cl)cc2)S(=O)(=O)c2ccccc2)c1C	2%
59	COc1cccc(NC(=O)CN(C)S(=O)(=O)c2ccc3nc(C)sc3c2)c1	2%
60	CCc1ccc(-c2ccc3nnc(SCC(=O)Nc4cccc(C(C)=O)c4)n3n2)cc1	-2%
61	O=C(CCc1cn(Cc2ccc(F)cc2)c2ccccc12)NCCc1ccc(Cl)cc1	1%
62	Cc1nn2c(=O)cc(COC(=O)c3ccc(NC(=O)c4cccc(Br)c4)cc3)nc2s1	-3%
63	CCCCN(CCCC)S(=O)(=O)c1ccc2oc(C(=O)NCc3ccccc3)c(C)c2c1	1%
64	COc1ccc(C)cc1NC(=O)Cn1c(=O)n(Cc2nc(C)no2)c(=O)c2ccccc21	0%
65	CC(C)c1ccc(C2CC(=O)N3CN(C4CCCCC4)CSC3=C2C#N)cc1 (stereo not drawn)	?
66	Cc1ccc(C2=Nc3ccccc3N(CC(=O)Nc3cccc(F)c3)C(=O)C2)cc1C	?
67	COc1cccc2c1Oc1ncccc1N(c1ccc(C(=O)NCc3ccccc3Cl)s1)C2	-7%
68	CCc1ccccc1NC(=O)c1ccc(CN2C(=O)CCn3nc(C)cc32)cc1	-2%
69	CCC(=O)N1CCCc2cc(S(=O)(=O)N3CCC(C(=O)Nc4ccc(F)c(F)c4)CC3)ccc21	-7%
70	Cc1cccc(-c2noc(CN(C(C)C)S(=O)(=O)c3ccc(Br)cc3)n2)c1	-8%
71	COc1cccc(C2=C(C(C)=O)Sc3nnc(C4CCCCC4)n3N2C(C)=O)c1	2%
72	Cc1sc(NC(=O)COc2ccc(C(C)(C)C)cc2)c(C(=O)OC(C)C)c1C	-7%
73	COc1ccc(NC(=O)CCSc2nc(-c3ccco3)cc(C(F)(F)F)n2)cc1OC	0%
74	CC(C)CCNC(=O)C1CCN(C(=O)N2CCOc3ccc(Cl)cc32)CC1	-1%
75	COc1ccc(NC(=O)c2cc(-c3ccccc3F)no2)cc1	-1%
76	COCCNc1ncnc2c1cnn2-c1cc(Cl)ccc1C	-2%
77	Cc1ccc(NC(=O)CCCN2C(=O)COc3ccc(C)cc32)c(C)c1	0%
78	Cc1ccc(NC(=O)CSc2[nH]c(=O)ncc2C)cc1	?

Random excerpt: 2 records from the list, in no set order.
#	mol	FLuc counter
77	Cc1ccc(NC(=O)CCCN2C(=O)COc3ccc(C)cc32)c(C)c1	0%
72	Cc1sc(NC(=O)COc2ccc(C(C)(C)C)cc2)c(C(=O)OC(C)C)c1C	-7%

Continued.
#	mol	FLuc counter
79	COc1ccc(S(=O)(=O)N(C(=O)c2ccncc2)c2ccc3oc(C)c(C(C)=O)c3c2)cc1	-7%
80	Cc1ccc(C)n1-c1nnc(N2CCC(C(=O)NCc3ccc(F)cc3)CC2)s1	-3%
81	CCn1c(C)c(C)c2cc(C(=O)NCCc3ccc(C)cc3)ccc21	-20%
82	CCOc1ccc(CCNC(=O)c2cc(Nc3ccc(C)cc3C)nc3ccccc23)cc1OCC	?
83	O=C(NCC(c1cccnc1)N1CCc2ccccc21)c1ccccc1Br (stereo not drawn)	0%
84	O=C(NCCc1csc(-c2ccc(C(F)(F)F)cc2)n1)C(=O)Nc1cc(F)ccc1F	4%
85	COc1cccc(-c2cn3c(n2)sc2cc(C(=O)NCCc4ccc(OC)c(OC)c4)ccc23)c1	-7%
86	Cc1ccc(NC(=O)c2sc3nc(-c4cc5ccccc5oc4=O)[nH]c(=O)c3c2C)c(C)c1	-4%
87	CCc1ccc(CNC(=O)C(CC)n2nc(C)c3c(C)n(-c4ccccc4)nc3c2=O)cc1 (stereo not drawn)	-17%
88	Cc1ccc(Oc2nc3ccccn3c(=O)c2/C=C(\C#N)c2nc3ccccc3s2)c(C)c1	?
89	CCOc1ccc(CCNC(=O)c2c3c(nc4ccccc24)C(=O)N(C2CCCCC2)C3)cc1	-17%
90	COc1ccc(OC)c(NC(=O)c2c(NCc3ccc(OC)c(OC)c3)sc3c2CCC(C)C3)c1 (stereo not drawn)	-1%
91	CC(C)CCn1c(SCc2c(F)cccc2Cl)nc2ccsc2c1=O	3%
92	CCOC(=O)c1cccc(NC(=O)Cn2ncc3c4ccccc4n(Cc4ccccc4)c3c2=O)c1	-2%
93	COc1cccc(C2c3c(-c4ccccc4O)n[nH]c3C(=O)N2Cc2cccnc2)c1 (stereo not drawn)	4%

Reformatted field by field: entries from further up.
83. O=C(NCC(c1cccnc1)N1CCc2ccccc21)c1ccccc1Br (stereo not drawn)
- FLuc counter: 0%
85. COc1cccc(-c2cn3c(n2)sc2cc(C(=O)NCCc4ccc(OC)c(OC)c4)ccc23)c1
- FLuc counter: -7%
89. CCOc1ccc(CCNC(=O)c2c3c(nc4ccccc24)C(=O)N(C2CCCCC2)C3)cc1
- FLuc counter: -17%

More compounds follow.
#	mol	FLuc counter
94	CCOCCc1nn2c(=O)cc(COC(=O)C(CC)c3ccccc3)nc2s1 (stereo not drawn)	-4%
95	O=S(=O)(NCC(c1ccco1)N1CCOCC1)c1cc(F)ccc1F (stereo not drawn)	-3%
96	CCCCOc1ccc(C(=O)NCC2(N3CCN(C)CC3)CCCCC2)cc1	0%
97	CC1CCC(NC(=O)CCc2cn(Cc3ccccc3Cl)c3ccccc23)CC1 (stereo not drawn)	-11%
98	Cc1ccc(Cl)cc1N1CCN(C(=O)C2CCN(S(=O)(=O)c3ccc4c(c3)oc(=O)n4C)CC2)CC1	-6%
99	COc1ccccc1CNC(=O)c1ccc2c(c1)nc(C)n2-c1cccc(C)c1	-14%
100	COc1ccc(N2CCN(S(=O)(=O)CCNC(=O)c3ccc(C(F)(F)F)cc3)CC2)cc1	-3%
101	CN(C1CCCCC1)S(=O)(=O)c1ccc2c(c1)c(=O)c(C(=O)NCc1ccc(F)cc1)cn2C	2%
102	O=C(COc1ccccc1)N(Cc1cccnc1)c1nc2c(F)cc(F)cc2s1	-10%
103	CCc1ccc(NC(=O)N2CCOc3ccc(Cl)cc32)cc1	-17%
104	CNc1nc(Oc2ccc(=O)[nH]n2)nc(N2CCOCC2)n1	2%
105	COc1cccc(C2=NS(=O)(=O)N(C)C(C(=O)Nc3cccc(O)c3)=C2)c1	1%
106	CCOc1ccc(CNC(=O)c2cnc3sc(N4CCOCC4)nn3c2=O)cc1	-4%
107	COc1ccc(COC(=O)c2[nH]c3c(c2C)C(=O)CC(c2ccc(OC)c(OC)c2)C3)cc1 (stereo not drawn)	-4%
108	COc1ccc(C2C(=O)N(C3CCCCCC3)CC(=O)N2CCc2ccccc2)cc1 (stereo not drawn)	-8%
109	COc1ccc2[nH]c(=O)c(CN(C(=O)c3cccc(Cl)c3)c3ccccc3OC)cc2c1	5%

Screening results (PubChem)

A portion of the library; rates above refer to the full screens.
